Assay outcomes (PubChem)
PI5P4K alpha inh: inhibitors of human PI5P4K alpha; max response, %; PI5P4Kalpha enzyme, ADP-Glo luminescence, 60 min; active compounds read low; AID 652105; actives 1.2% (n = 330,000); active = max response of -50% or lower; inconclusive = between -30% and -50%; inactive = -30% or higher; note: value at the top dose of about 77 µM; % is set by controls: 0 for no effect and ±100 for the full control effect
Target sequence (P48426 whole entry, looked up): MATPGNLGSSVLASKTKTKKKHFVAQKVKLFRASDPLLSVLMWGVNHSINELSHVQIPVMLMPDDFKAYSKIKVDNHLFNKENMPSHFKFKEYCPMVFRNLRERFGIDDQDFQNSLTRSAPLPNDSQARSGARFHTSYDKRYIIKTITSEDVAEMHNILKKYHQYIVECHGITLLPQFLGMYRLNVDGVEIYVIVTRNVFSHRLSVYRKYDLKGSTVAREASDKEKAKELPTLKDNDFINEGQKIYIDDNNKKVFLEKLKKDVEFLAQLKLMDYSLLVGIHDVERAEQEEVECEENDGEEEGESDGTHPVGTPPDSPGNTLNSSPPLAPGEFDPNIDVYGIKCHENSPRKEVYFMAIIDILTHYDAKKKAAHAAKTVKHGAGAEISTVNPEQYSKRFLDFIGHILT
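ADP-Glo luminescence end-point read after a 60 min room-temperature kinase reaction of PI5P4Kalpha plus substrate, initiated with ATP at 5 microM final. Buffer: 0.038 M HEPES pH 7.4, EGTA, 0.1% CHAPS, 5% DMSO.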
PLK1 PBD block: blocks phosphopeptide binding to human PLK1 polo-box domain. P53350. Plk1 PBD binding of FITC phosphopeptide, fluorescence polarization. Potency, µM, for the others: max response, negative = inhibition, most hits filed as inhibitors. actives 2.8% (n = 360,000). AID 720504; note: potency is the fitted concentration of half-maximal effect; series mostly up to about 57 µM; % is set by controls: 0 for no effect and ±100 for the full control effect; nearly all actives have a fitted effect of over 65% in size
Target sequence (P53350 whole entry, looked up, the tested form may be a part): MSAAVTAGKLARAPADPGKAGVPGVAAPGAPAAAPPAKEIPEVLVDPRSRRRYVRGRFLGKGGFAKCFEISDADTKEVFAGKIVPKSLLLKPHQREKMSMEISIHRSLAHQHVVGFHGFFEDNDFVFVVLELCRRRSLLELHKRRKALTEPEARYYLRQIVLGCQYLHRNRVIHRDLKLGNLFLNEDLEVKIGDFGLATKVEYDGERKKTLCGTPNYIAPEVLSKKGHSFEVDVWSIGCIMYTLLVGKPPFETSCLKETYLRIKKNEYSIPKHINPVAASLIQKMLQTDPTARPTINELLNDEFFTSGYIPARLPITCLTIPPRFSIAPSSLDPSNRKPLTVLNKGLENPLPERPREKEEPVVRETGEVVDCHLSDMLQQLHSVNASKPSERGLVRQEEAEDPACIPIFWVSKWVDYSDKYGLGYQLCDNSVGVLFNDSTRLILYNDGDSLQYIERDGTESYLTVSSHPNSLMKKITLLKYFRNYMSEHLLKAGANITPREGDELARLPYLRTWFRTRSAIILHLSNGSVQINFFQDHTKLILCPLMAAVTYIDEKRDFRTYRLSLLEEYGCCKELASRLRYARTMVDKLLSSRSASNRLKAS
WRN inhibitor: blocks human WRN helicase; Potency, µM (highest dose often 114 µM), inactives show top-dose activity change, negative = inhibition, usual class: inhibitors; actives 0.46% (n = 360,000); AID 651768; WRN helicase unwinding, fluorescent forked duplex, kinetic; note: potency is the fitted concentration of half-maximal effect; % is set by controls: 0 for no effect and ±100 for the full control effect; nearly all actives have a fitted effect of over 55% in size
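Fluorescence dequenching readout, ex 525 nm/em 598 nm, kinetic mode: forked duplex DNA (100 nM final) with adjacent fluorophore and quencher unwound by WRN (20 nM final) with 2 mM ATP. Compound preincubation 15 min, room temperature.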
CCT chaperon mod: modulators of cytosolic chaperonin (CCT/TRiC) activity | purified chaperonin ATPase assay, HTRF ADP detection, 30 min | activity change, % (test concentration not listed), hits read low | actives 0.3% (n = 360,000) | AID 651819; in the data active = activity change below about -30%; note: % is set by controls: 0 for no effect and ±100 for the full control effect
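TRiC at 40 or 20 nM final (batch-dependent) in 30 mM Tris pH 7.4, 100 mM KCl, 5 mM MgCl2, 1 mM DTT, with compound at single 76 uM and 10 uM ATP, 30 min at 37 deg C. ADP detected by HTRF Transcreener, 665/615 ratio.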
Mm-Cpn inhibitor: blocks the Methanococcus maripaludis chaperonin Mm-Cpn. AID 504842. actives 0.031% (n = 330,000). Potency, µM (doses to about 76.9 µM), inactives show at the top dose activity, negative = inhibition, usual class: inhibitors. purified Mm-Cpn ATPase, ADP Transcreener TR-FRET; note: potency is the fitted concentration of half-maximal effect; % is set by controls: 0 for no effect and ±100 for the full control effect; nearly all actives have a fitted effect of over 80% in size
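Inhibition of chaperonin ATP hydrolysis is measured as reduced ADP production, detected by competitive TR-FRET in which signal falls with ADP. Final enzyme 25 nM and ATP 10 uM, reacted 30 min at 37°C.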
EPAC2 antagonist: blocks human EPAC2 exchange factor; Q8WZA2; EPAC2 GEF exchange of Rap1B-BODIPY-GDP, fluorescence; Potency, µM (series often up to 114 µM), without a hit: at the highest dose activity, negative = inhibition, most hits filed as inhibitors; actives 0.18% (n = 360,000); note: potency is the fitted concentration of half-maximal effect; % is set by controls: 0 for no effect and ±100 for the full control effect; nearly all actives have a fitted effect of over 45% in size; many of its hits are not listed in these tables
EPAC1 agonist: activates human EPAC1 exchange factor; AID 720707; actives 0.073% (n = 360,000); Potency, µM (highest dose often 154 µM), for inactives: at the top dose activation, most hits filed as activators; EPAC1 agonist qHTS, biochemical assay; response scale: 100% = response to 6.5 mM cAMP; note: potency is the fitted concentration of half-maximal effect; nearly all actives have a fitted effect of over 60% in size
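Compounds were pinned as a concentration titration into mixtures of EPAC1 (100 nM), BODIPY-GDP-loaded Rap1B (250 nM) and GDP (50 uM). After 5 min at room temperature, fluorescence was followed for 30 min; activity was scaled to 6.5 mM cAMP.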
EPAC1 antagonist: blocks human EPAC1 exchange factor. Potency, µM (series often up to 115 µM), inactives show top-dose activity change, negative = inhibition, most hits filed as inhibitors. actives 0.14% (n = 360,000). EPAC1 GEF assay, Rap1b-BODIPY-GDP exchange fluorescence. O95398. AID 720709;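 note: potency is the fitted concentration of half-maximal effect; plate controls were vehicle for no effect and positive control for full effect; nearly all actives have a fitted effect of over 50% in size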
Starred values were filed as active, the others as inactive; ? = inconclusive; · = not tested or not shown; [ ] = remark or other dose. Unless noted, calls come from the whole dose curve; as a rule, active = well fitted curve in the direction sought with a large enough effect; inconclusive = small, poorly fitted or top-dose-only effect, or another doubt; inactive = no such curve, though single readings can be large; an effect the other way counts as inactive or inconclusive.

PI5P4K alpha inh	PLK1 PBD block	WRN inhibitor	CCT chaperon mod	Mm-Cpn inhibitor	EPAC2 antagonist	EPAC1 agonist	EPAC1 antagonist	compound
2	-20%	10%	-7.5	0%	-11%	7%	16%	COc1cccc(/C=C/C(=O)NCc2cn3cc(Cl)ccc3n2)c1
-2	-7%	2%	-4.7	-1%	-10%	4%	-4%	CC/C(C)=C1\SC(N2CCN(C(C)=O)CC2)=NC1=O
0	0%	-4%	-1.8	2%	-1%	1%	-5%	CCCS(=O)(=O)N1CCC(CCOc2ccccc2)(C(=O)OCC)CC1
?	-19%	0%[11.6 µM]	0.7	-8%	5%	2%	-3%	COc1ccccc1-n1c(-c2cc(-c3ccco3)[nH]n2)n[nH]c1=S
5	-10%	-4%	0.0	3%	5%	7%	8%	CC(C)Cn1c(=O)c2ccccc2n2c(CCC(=O)NC3CCN(Cc4ccccc4)CC3)nnc12
0	-8%	-4%	-1.0	0%	4%	10%	8%	CCC(Sc1nc2cc3c(cc2c(=O)n1Cc1ccco1)OCO3)C(=O)Nc1ccccc1OC (configuration not stated)
1	2%	-3%	3.4	-2%	-29%	-2%	6%	COC(=O)c1ccccc1N=Nc1c(C)noc1C
·	27µM*	1%	2.1	-5%	33%[activator]	22%	15%	O=c1oc2c(CN3CCCCC3)c(O)ccc2cc1-c1nc2ccccc2[nH]1
-12	-6%	-6%	1.3	3%	14%	-5%	8%	Cc1cc(O)cc2c1C(c1ccc(F)cc1)CC1(CC(C)(C)NC(=S)N1)O2 (configuration not stated)
?	-13%	-6%[57.1 µM]	-0.5	1%	-22%	3%	-22%	O=C(c1ccc([N+](=O)[O-])cc1)c1cc2ccc(O)cc2oc1=O
-2	-3%	7%	-2.7	0%	-2%	-1%	14%	O=C(CSc1ccc(Cl)cc1)NC1CCCC1
·	-3%	0%	-2.9	-4%	-5%	9%	4%	COc1ccc(S(=O)(=O)n2ccc(-c3ccc(OCCN(C)c4ccccn4)cc3)n2)cc1
-13	0%	-10%	-0.4	0%	2%	9%	?	C/C(=N\N=C1/NC(=O)C(C)S1)c1ccco1 (configuration not stated)
0	-1%	-1%	-0.1	-2%	4%	1%	-11%	COc1cc(C(=O)N2CCN(C(=O)c3cc(-c4ccc(Br)cc4)n[nH]3)CC2)cc(OC)c1OC
0	-1%	-9%	-0.6	0%	3%	-3%	3%	COc1cccc(C(=O)NC(=S)Nc2ccc([N+](=O)[O-])cc2C)c1
-3	0%	2%	-5.1	-4%	12%	-5%	5%	Clc1c(-c2nnc3n2CCCCC3)sc2ccccc12
-15	-1%	2%	0.3	0%	24%	-1%	-3%	C=CCn1c(O)c(C=Nc2ccc(CN3CCCCC3)cc2)c(=O)[nH]c1=S
-8	-4%	-8%	1.2	0%	-2%	-4%	8%	COC(=O)Cc1cc(=O)n2[nH]cnc2n1
-4	-8%	-4%	-0.1	-2%	-3%	6%	12%	CC(=O)c1ccc(NC(=O)CSc2n[nH]c(-c3cccnc3)n2)cc1
3	-19%	3%	3.1	1%	7%	-14%	10%	O=C(NCCN1C(=O)S/C(=C\c2ccc(Cl)cc2)C1=O)c1ccc(F)c(S(=O)(=O)N2CCOCC2)c1
1	?	14%	-0.3	1%	13%	5%	-1%	CCCCNC(=O)Nc1c(C)cc(SC#N)cc1C
3	-7%	-5%	-1.9	1%	-3%	2%	2%	CCn1c(SCC(=O)Nc2ccc(N3CCOCC3)c(Cl)c2)nnc1-c1ccc(N)cc1
3	-7%	1%	-1.4	-1%	-5%	3%	7%	CN1CCC(C(=O)N2CCCC(C(=O)c3ccc4c5c(cccc35)CC4)C2)CC1 (configuration not stated)
0	-14%	2%	-0.4	-2%	-6%	3%	3%	Cc1cc2nnc(SCC(=O)NCC3CCCO3)n2c2ccccc12 (configuration not stated)
0	2%	2%	0.7	·	?	0%	15%	Cc1cc(C)c(S(=O)(=O)c2ccc(F)cc2)c(C)c1
-6	19µM*	7%	-2.8	-1%	-3%	-9%	-2%	CC1CCN(C(=S)c2cccc(O)c2)CC1
13	-11%	-10%	-2.2	·	-8%	0%	-21%	O=C(Nc1ccccc1Cl)c1cc(C2CCCN(C(=O)CCc3ccccc3)C2)on1 (configuration not stated)
·	-4%	-6%	1.8	-3%	-4%	13%	-2%	CCCC1(C)Nc2ccccc2-c2nc3ccccc3n21 (configuration not stated)
·	-10%	-3%	-1.3	-3%	9%	3%	-1%	CCc1c(C)c2ccc(OCC(=O)OC)cc2oc1=O
-4	-13%	5%	-1.3	-4%	-5%	3%	2%	CCc1ccc(N2CC(C(=O)N3CCCC3)CC2=O)cc1 (configuration not stated)

Filtered by structure, those above with a nitro group on carbon.
PI5P4K alpha inh	PLK1 PBD block	WRN inhibitor	CCT chaperon mod	Mm-Cpn inhibitor	EPAC2 antagonist	EPAC1 agonist	EPAC1 antagonist	compound
?	-13%	-6%[57.1 µM]	-0.5	1%	-22%	3%	-22%	O=C(c1ccc([N+](=O)[O-])cc1)c1cc2ccc(O)cc2oc1=O
0	-1%	-9%	-0.6	0%	3%	-3%	3%	COc1cccc(C(=O)NC(=S)Nc2ccc([N+](=O)[O-])cc2C)c1

(further entries)
PI5P4K alpha inh	PLK1 PBD block	WRN inhibitor	CCT chaperon mod	Mm-Cpn inhibitor	EPAC2 antagonist	EPAC1 agonist	EPAC1 antagonist	compound
-1	1%	-4%[57.1 µM]	0.9	-6%	2%	1%	-10%	COc1ccc(C(=O)N2CCN(c3cnn(-c4ccccc4)c(=O)c3Cl)CC2)cc1
-5	-2%	2%[57.1 µM]	-1.7	1%	-1%	0%	1%	CCNC(=O)CCn1nc(-c2ccc(Cl)cc2)c2ccccc2c1=O
2	3%	2%	1.0	-3%	-11%	15%	-16%	O=C(CC(c1ccccc1)c1ccccc1O)NCCc1ccccc1 (configuration not stated)
2	0%	-1%	0.7	·	4%	5%	2%	CN(C)CCC(C(=O)c1ccccc1)c1cccnc1 (configuration not stated)
·	-17%	-1%	-3.3	1%	-3%	13%	-3%	COC(=O)C(NC(C)=O)(Nc1sc2c(c1C(N)=O)CCCC2)C(F)(F)F (configuration not stated)
1	-27%	-12%	0.1	0%	-3%	6%	-4%	CC1(C)C2CCC1(C)C(Nc1ccccc1)C2 (configuration not stated)
-7	1%	-5%	-0.9	-9%	-2%	-13%	?	COc1ccc(N(C(=O)c2snc(C(N)=O)c2N)C(C(=O)NC2CCCC2)c2cccs2)c(OC)c1 (configuration not stated)
·	-6%	12%	-2.3	1%	2%	6%	9%	COc1ccc(-n2nc(C(=O)O)c3ccccc3c2=O)cc1
-5	2%	-16%	2.4	1%	8%	1%	-2%	COc1ccc(CCN2CC(C(=O)N3CCC(OC)CC3)CCC2=O)cc1 (configuration not stated)
5	-10%	6%	0.5	1%	-6%	3%	10%	CC(C)C(C(=O)NCc1ccco1)N(Cc1ccco1)C(=O)CNS(=O)(=O)c1ccc(F)cc1 (configuration not stated)
-4	-4%	5%	-0.4	·	0%	-11%	6%	CC1=C(C(=O)N2CCCCCC2)CC(CC(=O)NC2CCCC2)C(=O)N1Cc1ccc(F)cc1 (configuration not stated)
0	2%	-3%	-0.4	1%	1%	3%	-6%	CN(c1ccccc1)S(=O)(=O)c1cccc(NC(=O)CSc2n[nH]c(N)n2)c1
?	?	?	-3.6	-25%	-7%	-10%	?	Cc1sc2nc3c(SC(C)C(=O)O)cc(C(=O)c4ccccc4O)cn3c(=O)c2c1C (configuration not stated)
-4	-1%	24%	-0.3	2%	-1%	3%	-15%	Cc1ccc(/C=C(\NC(=O)c2ccccc2)C(=O)NC2CCN(Cc3ccccc3)CC2)o1
-6	-1%	6%	0.1	1%	-11%	1%	-8%	CCN(CC)S(=O)(=O)c1cc(NC(=O)Cc2n[nH]c(=O)c3ccccc23)ccc1C
5	-2%	-25%	1.5	0%	8%	0%	5%	O=C(c1ccc(Br)cc1)N1CCC(C(=O)N2CCN(Cc3ccccc3)CC2)CC1
25	-1%	6%	-1.8	-12%	-10%	-8%	-8%	CC(=O)N1N=C(c2ccc3ccccc3c2)OC12CCCC2
-7	-5%	3%	1.1	4%	19%	-3%	-9%	NC(=NCCc1ccccc1)NS(=O)(=O)c1cccs1
3	-35%	-7%	-1.1	-6%	6%	11%	5%	Cc1ccc2c(c1)C1CN(C)CCC1N2C(=S)NC(=O)c1ccc(Br)cc1 (configuration not stated)
23	-19%	10%	-2.7	·	2%	4%	-6%	COc1cccc(CNc2nc3cc(-c4cccc(Cl)c4)sc3c(=O)n2C)c1
2	2%	0%	-1.8	-1%	-9%	0%	0%	CCOC(=O)c1[nH]c2ccc(Br)cc2c1NC(=O)CCN1CCOCC1
-5	-12%	0%	-0.3	·	-19%	2%	-28%	CC(=O)c1cccc(NC(=O)C2Cc3c(-c4ccc(Cl)cc4)ccnc3O2)c1 (configuration not stated)
3	-23%	-6%	-3.1	-2%	2%	11%	-13%	CCN1C(=O)[C@@H]2C(C(=O)c3cnccn3)=NN[C@@H]2C1=O
1	-12%	6%	-1.8	2%	-13%	7%	-4%	NNC(=O)c1csc(-c2ccc(C(F)(F)F)cc2Cl)n1
?	-14%	8%	0.4	0%	-5%	3%	12%	COc1ccc(CN2C(=O)Cc3c2nc(N)c2c(N)nc(N4CCOCC4)c(C#N)c32)cc1
?	?	-33%	-2.6	-5%	0%	-10%	-17%	N#CC1=C(S)N=C(N)C(c2nc(-c3ccccc3)cs2)C12CCCC2 (configuration not stated)
-27	-9%	-5%	-2.5	0%	-3%	5%	2%	O=C(C1CCCO1)N1CCc2ccccc21 (configuration not stated)
3	-16%	5%	1.1	·	1%	11%	?	N#CCc1ccc(OC(=O)c2ccncc2)cc1
2	-14%	-30%	-5.8	-6%	11%	-3%	-5%	CCOc1ccc(C2=CC(=O)C[C@H](c3ccc(OC)cc3)C2)cc1
3	-14%	10%	0.1	2%	-9%	6%	6%	O=C(COc1ccc(Cl)cc1Cl)N/N=C/c1cccnc1
2	3%	5%	-0.3	0%	13%	-5%	6%	O=C(COC(=O)c1ccc(CNS(=O)(=O)c2ccc(F)c(Cl)c2)cc1)NC1CCCCCCC1

This is a subset; the hit share may differ from the screen's.
